# MT1-MMP act inh: blocks activation of human MT1-MMP. P50281. HT1080 RFP-PRO-GFP cells, GFP/RFP ratio fluorescence, overnight; percent of plate control window, DMSO zero. GFP/RFP ratio change, % at 20 µM. 360,000 tested, 0.061% active;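 active = GFP/RFP ratio change of at least 30% with cell ATP level not reduced by more than half and red fluorescence within 50% of control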; also: strong numbers were not always called active
#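 Assay system: RFP-PRO-GFP reporter HT1080 cells; read-out basis: GFP/RFP fluorescence ratio; benchmarks: DMSO wells and RFP-L50D-GFP cells; doses: 20 µM single dose, 1% DMSO; schedule: overnight cell settling, then overnight compound exposure, 37 °C, 5% CO2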
# SKN-1 inh: blocks SKN-1 activity in C. elegans. C. elegans VP596 Pgst-4::GFP/RFP ratio, acrylamide-induced, 24 h. 360,000 tested, 0.49% active. inhibition, % at 21.8 µM. AID 624304;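 active = interference check ratio from 0.5 to 1.5 plus GFP to RFP signal ratio inhibition reaching or exceeding a fixed threshold, cut at about 30% in these data, passing the limit was not always enough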; also: some compounds called inactive have numbers as strong as hits
# Neddyl block: cullin neddylation inhibition; 360,000 tested, 0.58% active; TR-FRET cullin neddylation, biochemical; P61081+Q13564; calls only at 25 µM; in the data active = inhibition above about 36%
# Target sequence (P61081 whole entry, looked up): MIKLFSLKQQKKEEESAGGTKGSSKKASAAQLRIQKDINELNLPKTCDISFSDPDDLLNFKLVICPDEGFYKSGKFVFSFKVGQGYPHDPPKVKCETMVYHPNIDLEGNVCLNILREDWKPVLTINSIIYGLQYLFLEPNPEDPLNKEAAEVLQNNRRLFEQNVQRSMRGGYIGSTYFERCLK
# Target sequence (Q13564 whole entry, looked up): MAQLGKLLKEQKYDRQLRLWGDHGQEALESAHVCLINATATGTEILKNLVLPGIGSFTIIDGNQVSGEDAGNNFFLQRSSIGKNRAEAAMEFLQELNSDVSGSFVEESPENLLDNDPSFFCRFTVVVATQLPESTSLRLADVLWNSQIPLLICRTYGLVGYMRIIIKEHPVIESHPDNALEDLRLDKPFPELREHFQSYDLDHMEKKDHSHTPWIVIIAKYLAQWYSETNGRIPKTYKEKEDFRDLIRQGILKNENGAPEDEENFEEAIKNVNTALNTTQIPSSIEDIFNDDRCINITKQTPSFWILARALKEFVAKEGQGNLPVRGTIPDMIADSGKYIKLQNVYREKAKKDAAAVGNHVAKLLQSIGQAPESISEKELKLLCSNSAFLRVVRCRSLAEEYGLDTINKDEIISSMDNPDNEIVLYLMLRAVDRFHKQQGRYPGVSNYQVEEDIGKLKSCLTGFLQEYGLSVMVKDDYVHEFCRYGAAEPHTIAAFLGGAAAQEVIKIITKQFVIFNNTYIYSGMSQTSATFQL
# Rpn11 block: blocks the human proteasome subunit Rpn11; 360,000 tested, 0.59% active; calls only at 20 µM; human 26S proteasome, Ub4-pepOG fluorescence polarization; 20S core pre-blocked with epoxomicin; AID 588493;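 active = inhibition at 20 µM, scaled to each plate's controls, above about 33%, limit read from the data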
# Rin1 Abl inh: blocks binding of human Rin1 to Abl; TR-FRET Rin1/Abl binding, biochemical; inhibition, % at 7.35 µM; 360,000 tested, 0.4% active; AID 588664; in the data active = inhibition above about 5%, passing the limit was not always enough
# NadD inh: NadD (S. aureus) enzyme inhibition; purified NadD enzyme, colorimetric absorbance read-out; AID 602399; inhibition, % at 20 µM; 360,000 tested, 0.78% active; in the data active = inhibition above about 26%; also: some compounds past the cut are filed as inactive
# CSN inh: CSN deneddylation inhibition | AID 651999 | 360,000 tested, 0.38% active | inhibition, % at 12.5 µM | Q92905 | Purified CSN, SCF-Nedd8-OG deneddylation, fluorescence polarization;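 active = pattern-corrected inhibition above about 35%, with an unprinted fluorescence ratio check between 0.5 and 1.5, limit read from the data, passing the limit was not always enough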;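 also: 0% = enzyme with substrate and 100% = substrate without enzyme; some results filed as inactive read as strong as hits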
# Target sequence (Q92905 whole entry, looked up, one chain of several): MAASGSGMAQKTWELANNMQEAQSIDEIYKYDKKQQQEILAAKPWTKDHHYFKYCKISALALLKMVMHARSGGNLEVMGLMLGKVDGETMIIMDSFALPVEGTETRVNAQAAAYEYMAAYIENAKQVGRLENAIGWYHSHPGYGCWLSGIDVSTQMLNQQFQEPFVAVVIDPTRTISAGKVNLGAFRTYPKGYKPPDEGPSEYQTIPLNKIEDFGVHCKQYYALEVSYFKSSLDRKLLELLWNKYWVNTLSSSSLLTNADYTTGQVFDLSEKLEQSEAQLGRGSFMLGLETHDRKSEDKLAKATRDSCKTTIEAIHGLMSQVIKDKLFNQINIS
#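 Schedule: reaction 90 min, room temperature / Assay system: HEK293T-derived human Csn5 enzyme / Input: Csn5 at 0.24 nM final / Measure: inhibition of Csn5 cleavage, % / Control set: substrate-only high control, full reaction low control / Technique: fluorescence polarization of the substrate / Buffer or medium: Tris/NaCl/DTT buffer, pH 7.5 / Reagent: SCFSkp2-Nedd8OG substrate at 10 nM final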
# PABP1 MLLE inh: inhibitors of microRNA-mediated deadenylation, human PABP1 MLLE binding; GST-MLLE / FITC-PAM2 fluorescence polarization; P11940; 360,000 tested, 0.36% active; inhibition, % at 20 µM; in the data active = inhibition above about 35%, passing the limit was not always enough;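 also: plate controls were DMSO wells with GST-MLLE for no effect and wells lacking GST-MLLE protein for full effect; some results filed as inactive read as strong as hits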
# FAS TE block: inhibitors of human fatty acid synthase thioesterase domain; P49327; recombinant FAS-TE, OMFH fluorogenic substrate, fluorescence endpoint; inhibition, % at 15 µM; 360,000 tested, 0.67% active; AID 602261;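 active = compounds whose normalised, plate-corrected inhibition of enzyme fluorescence in the single-dose primary screen is 50% or more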;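 also: 0% = DMSO with enzyme and 100% = substrate without enzyme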
# * hit, by the source's call; i = inactive; / = not tested or not shown; + = active, no number.
molecule	SKN-1 inh	MT1-MMP act inh	Rin1 Abl inh	PABP1 MLLE inh	Neddyl block	Rpn11 block	FAS TE block	NadD inh	CSN inh
CCOC(=O)c1csc(COc2ccccc2Cl)n1	-4	1	-1	9	i	i	-3	-5	-9
C=CCn1c(SCC(=O)c2ccc(O)c(O)c2)nnc1-c1cccc(OC)c1	9	17	1	-36	i	i	-2	3	8
O=C1COc2ccc(S(=O)(=O)N3CCN(c4ccccc4)CC3)cc2N1	-15	1	-2	-4	i	i	-1	2	0
Cn1c(C(=O)N(Cc2ccccc2)Cc2cccs2)cc2sccc21	-1	-13	-2	0	i	i	25	-8	-4
CCc1nc2c(OCc3ccc(Cl)cc3)cccn2c1N(C=O)Cc1ccc(OC)cc1	17	-12	-2	6	i	i	54*	6	-2
CC(C)CC(NS(=O)(=O)c1cccc(C(=O)O)c1)C(=O)O (stereo not given)	-1	0	-3	-4	i	i	-1	0	-1
CCOc1ccc(S(=O)(=O)NCC2(N3CCCCC3)CCCCC2)cc1	11	4	1	0	i	i	-7	-9	-2
N#CC1=C2SCN(Cc3ccccc3)CN2C(=O)CC1c1cccs1 (stereo not given)	-5	3	-17	-10	i	i	-7	1	5
COc1cccc(NC(=O)CSc2c3c(nc4ccccc24)CCCC3)c1	3	-1	-6	5	i	i	19	7	-2
CC(=O)Nc1ccc(-c2nc3ccccc3o2)cc1	4	6	0	0	/	i	-3	-4	2
Cn1cnnc1SCC(=O)Nc1ccccc1C(=O)NC1CCCC1	7	-5	3	4	i	i	-4	0	1
Cc1ccc(NC(=O)C(c2ccccc2)c2ccccc2)c(O)c1	-13	-3	1	-2	i	i	9	0	4
CC(=O)NCCNc1nc2c(-c3cccc(C(F)(F)F)c3)nnn2c2ccccc12	11	-2	-2	6	i	i	1	-7	6
CC[C@@]1(C(=O)OC)N[C@H](CN(C)C(=O)c2ccc(C)cc2)[C@@H]2C(=O)N(Cc3ccccc3)C(=O)[C@@H]21	14	0	-4	5	i	i	0	-7	-5
COc1ccccc1CNC(=O)c1ccc(NS(=O)(=O)c2cccs2)cc1	13	0	1	-4	i	i	-4	0	4
C=CCC1[C@H](C)[C@H]2[C@@H]3CC[C@@H](C3)[C@H]2CN1S(=O)(=O)c1ccc(C)cc1 (stereo not given in full)	7	-6	-3	1	i	i	19	4	1
CC(=O)c1cccc(CN2CCCC(C(=O)c3ccc4c(c3)OCO4)C2)c1 (stereo not given)	1	1	2	4	i	i	2	-2	-1
CCS(=O)(=O)c1ccc2oc(Nc3cccc(OC)c3)nc2c1	11	1	4	-11	i	i	4	1	-1
Fc1ccc(Nc2c3c(nc4ccccc24)CCC3)cc1	12	5	1	-4	i	i	3	-7	-10
CCCCNC(=O)O[C@@H]1C[C@H]2CCCC(=O)N3CC[C@@H](C1)[C@@H]23	19	3	4	-8	i	i	-10	-1	-6
COCC(=O)Nc1cc(Cl)c(OC)cc1OC	-4	-1	0	-3	i	i	-10	0	-5
Cc1c(C(=S)Nc2ccccc2)cnn1-c1ccc([N+](=O)[O-])cc1	7	1	0	16	i	i	15	-6	-2
CCOC(=O)Nc1ccc2c(c1)N(C(=O)N(C)C)c1ccccc1CC2	7	-4	0	-7	i	i	-1	1	-2
Cc1ccc(Cn2c(Sc3nnc(C)s3)nc3c2c(=O)[nH]c(=O)n3C)cc1	-2	3	-2	6	i	i	3	7	-6
CC(OC1=CC(=O)CCC1)C(=O)c1ccccc1 (stereo not given)	-13	0	-4	4	i	i	-7	-1	-4
O=C(C1=C[C@H](c2ccccc2)C[C@H](OCCCCO)O1)N1CCN(Cc2ccc3c(c2)OCO3)CC1	-6	7	4	0	i	i	-6	3	4
O=[N+]([O-])c1ccccc1/C=C/C=N/Nc1ccc(S(=O)(=O)Nc2ccc(Cl)cc2)cc1[N+](=O)[O-]	-3	8	0	-8	i	i	46	26*	1
COc1ccc2nc(NC(=O)c3cccs3)sc2c1	-5	-3	1	3	i	i	-9	2	-6
Cc1ccc(S(=O)(=O)NNC(=O)/C=C/c2cccc(F)c2)cc1	3	-5	-3	0	i	i	-2	-4	0
CC1=C(C(=O)N(C)C)CC(CC(=O)NCCN2CCOCC2)C(=O)N1CCCN1CCCC1=O (stereo not given)	-2	2	0	-2	i	i	-8	-3	-7
O=C(CSc1nnc(CNC(=O)c2cccs2)o1)NCC1CCCO1 (stereo not given)	6	1	-1	-5	i	i	-6	3	1
COc1ccc(-c2noc(N3CCC(C(=O)Nc4ccc(F)cc4)CC3)n2)cc1	-13	3	-1	-9	i	i	1	-9	-3
CCn1c(SCC(=O)NC2CC2)nnc1-c1ccccn1	0	1	2	-1	i	i	-6	-6	1
Cc1oc(C(C)(C)C)cc1C(=O)NCc1ccc2c(c1)OCO2	12	0	-3	-4	i	i	12	2	0
CN1C[C@@H]2[C@@H]3C(=O)N(Cc4ccccc4)C(=O)[C@@H]3[C@](C)(C1=O)N2C(=O)c1ccc(Cl)cc1	11	6	3	0	i	i	-9	0	-2
COc1ccc(NC(=O)NC2(C)CCS(=O)(=O)C2)cc1 (stereo not given)	-2	0	-4	7	i	i	-5	-2	1
CC(=O)c1cccc(-c2ccnc3c2CC(C(=O)Nc2cccc(Oc4ccccc4)c2)O3)c1 (stereo not given)	18	1	-1	-15	i	i	23	5	3
Cc1cc(C)n2nc(C(=O)NC(C)(C)C)nc2n1	-10	-5	1	5	i	i	-6	6	-2
O=C(/C=C/c1ccc(F)cc1)NC(=S)NC1CCCCC1	0	5	-6	2	i	i	0	-3	1
Cc1ccnc(NC(=O)c2ccc(C(=O)c3ccccc3)cc2)c1	9	0	-2	3	i	i	10	1	-2
O=C1NC(c2cccs2)Nc2sc3c(c21)CCCC3 (stereo not given)	8	-2	-3	25	+	i	5	21	7
CC(=O)N1CCc2cc(S(=O)(=O)N3c4ccccc4CC3C)ccc21 (stereo not given)	11	-2	3	-1	i	i	19	-3	5
CCOc1ccc(N2CC(O)(c3ccc(F)cc3)[N+]3=C2CCCC3)cc1 (stereo not given)	-5	-4	5	11	i	i	-3	-7	-6
Cc1cnc(NC(=O)c2cc(-c3ccccc3)nn2-c2ccccc2)s1	0	1	-3	7	i	i	-2	3	1
COc1ccc(CNC(=O)c2[nH]c(C(F)(F)F)nc2-c2ccccc2)cc1	5	-6	6	-5	i	i	-5	-1	3
COP1(=O)C=C[C@H](N(Cc2ccccc2)S(=O)(=O)c2ccccc2[N+](=O)[O-])[C@@H](C)O1 (stereo not given in full)	3	-5	0	8	i	i	-5	-7	0
N#CC1(NC(=O)CSc2ccccn2)CCCCC1	-33	2	0	1	i	i	-3	2	1
COc1ccccc1-c1nnc2n1N=C(C)CS2	-2	-1	-2	-32	i	i	-6	-1	-4
CCN1CCN(CCNC(=O)c2ccc3c(c2)N(Cc2cccc(Cl)c2)C(=O)c2ccccc2S3=O)CC1 (stereo not given)	3	-5	1	5	i	i	-2	-12	-2
COc1ccc(C(=O)COC(=O)c2n[nH]c3ccccc23)c(OC)c1	10	-3	2	4	i	i	-4	5	5
CSc1nsc(NC(=O)CCNC(=O)c2ccc([N+](=O)[O-])cc2)n1	8	1	-1	3	i	i	49	2	-2
CCCCn1c(N)c(N(Cc2ccccc2OC)C(=O)c2c(CC)noc2C)c(=O)[nH]c1=O	-8	-2	0	-7	i	i	-9	-4	-5
CN(c1ccc(OC(=O)CC2OC(=O)c3ccccc32)cc1)S(=O)(=O)c1ccccc1 (stereo not given)	2	-3	-1	-16	i	i	27	-9	-3
O=C(CN1CCCCCC1)Nc1cc(C(F)(F)F)ccc1Cl	-1	-4	-2	4	i	i	10	-1	2
NC(=O)C1(N2CCCCC2)CCN(C(=S)NCCc2ccccc2)CC1	-3	0	1	-135	i	i	-8	-9	-1
Brc1ccc(C2=CC(c3ccco3)n3ncnc3N2)cc1 (stereo not given)	-50	-255	-2	i	i	i	-66	4	-66
Cc1ccc(C2=NN(C(=O)C3CCCO3)C(c3ccco3)C2)cc1 (stereo not given)	-3	1	-1	6	i	i	1	-4	-4
CCOC(=O)N1CCN(C(=O)C2CCCCC2)CC1	30	1	1	1	i	i	-5	-1	-1
Cc1cc(NC(=O)CSc2nnc(-c3ccncc3)n2Cc2ccccc2)n(-c2ccccc2)n1	-1	-4	0	-2	i	i	-4	-21	-1
CCOC(=O)C1(Cc2ccccc2C(F)(F)F)CCN(C2CCN(C(C)=O)CC2)CC1	4	-1	-1	-8	i	i	-4	-1	-1

# Some of the entries above in a different format.
# Values run as follows: SKN-1 inh | MT1-MMP act inh | Rin1 Abl inh | PABP1 MLLE inh | Neddyl block | Rpn11 block | FAS TE block | NadD inh | CSN inh
CC(=O)NCCNc1nc2c(-c3cccc(C(F)(F)F)c3)nnn2c2ccccc12
    11 | -2 | -2 | 6 | i | i | 1 | -7 | 6
CC[C@@]1(C(=O)OC)N[C@H](CN(C)C(=O)c2ccc(C)cc2)[C@@H]2C(=O)N(Cc3ccccc3)C(=O)[C@@H]21
    14 | 0 | -4 | 5 | i | i | 0 | -7 | -5
COc1ccccc1CNC(=O)c1ccc(NS(=O)(=O)c2cccs2)cc1
    13 | 0 | 1 | -4 | i | i | -4 | 0 | 4

# (continued)
molecule	SKN-1 inh	MT1-MMP act inh	Rin1 Abl inh	PABP1 MLLE inh	Neddyl block	Rpn11 block	FAS TE block	NadD inh	CSN inh
CCCOc1ccc(CCCN=C(N)N)cc1Cl	6	-8	-1	-3	i	i	-7	-1	1
COc1ccc(CN(C)C(=O)Cn2cnc3c(NCc4ccccc4)ncnc32)cc1OC	-12	10	5	3	i	i	-3	3	4
C/C(=N\NC(=O)Cc1c(F)cccc1Cl)c1cccnc1	-20	-2	-2	16	i	i	-4	3	-4
COc1ccc(OCCN2CCN(C(=O)c3ccc(OC(F)F)c(OC)c3)CC2)cc1	6	0	2	10	i	i	-2	4	2
COC(=O)C1=C(N)OC2=C(C(=O)CC(C)(C)C2)C1c1cc2c(cc1Cl)OCO2 (stereo not given)	25	-2	-1	-9	i	i	13	-3	0
CCC(C)Nc1nc(-c2ccccn2)nc2ccccc12 (stereo not given)	1	18	-1	3	i	i	-4	-1	3
CN1C(=O)/C(=C/c2ccccc2OCc2ccccc2F)NC1=S	17	-4	2	-108	i	i	13	1	-1
Cc1[nH]c(=O)[nH]c(=O)c1S(=O)(=O)N1CCCC1	-3	5	1	13	i	i	-9	-3	2
CCOC(=O)c1nnn(-c2nonc2N)c1COc1cc(C)c(Cl)c(C)c1	10	4	-2	1	i	i	22	-3	3
COn1c(SCc2ccccc2)nc2ccccc2c1=O	6	2	6	-3	i	i	15	0	-4
CCN(CC(=O)Nc1ccccc1OC)C(=O)c1cc(-c2ccccc2)nn1-c1ccccc1	9	4	-2	2	i	i	20	-3	-3
Cc1ccccc1NC(=O)c1c(C)cc(=O)oc1C	-1	-1	1	-4	i	i	-6	-3	0
CC(=O)c1ccc(N2CCN(S(=O)(=O)c3cc4c(cc3C)NC(=O)CO4)CC2)cc1	-3	-5	-1	-2	i	i	3	-1	14
CCOC(=O)C1(CCOc2ccccc2)CCN(Cc2cnc(SC)nc2)CC1	-3	-8	-3	-5	i	i	5	0	-4
